# From PubChem BioAssay
# Mito fusion yeast = blocks mitochondrial division or promotes mitochondrial fusion; Potency, µM (doses to about 46.1 µM), inactives show at the top dose growth rescue (activation), actives largely listed as activators; S. cerevisiae fusion-defective mutant growth rescue, CellTiterGlo 48 h; actives 0.23% (n = 320,000); AID 485298;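 also: potency is read from the fitted curve at half-maximal effect; % of control where 0% means no effect; nearly all actives have a fitted effect of over 45% in size; temperature-sensitive fusion mutants such as fzo1-1 at 37 °C on non-fermentable ethanol glycerol medium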
#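 Growth-rescue viability read-out: after 48 h at the non-permissive 37C in glycerol/ethanol YPEG, yeast mitochondrial fusion mutants are measured by CellTiterGlo luminescence; compounds (23 nl pinned per well) restoring growth score as division inhibitors or fusion activators.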
# KCNH2 3.1 block = blocks the human KCNH2 3.1 channel isoform | U2OS KCNH2 3.1, thallium flux FluxOr; active compounds read low | activity change, % (tested at about 1.8 µM) | actives 0.95% (n = 340,000);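 active = maximum activity change below -70%; inconclusive = maximum activity change from -70% to -50%; inactive = maximum activity change above -50%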;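 also: thallium influx rate constant from kinetic fluorescence after stimulation buffer; % is scaled to controls: 0 for no effect and ±100 for the full control effect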
#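 We transduce U2OS cells with the mutant 3.1 virus, culture them overnight, load FluxOr with Red40 quencher for 45 min, then add stimulation buffer and read kinetically for 2 min to derive a normalized rate constant.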
# TCR act = activators of T cell receptors | primary human leukocytes, anti-CD3, IL-2 HTRF, 48 h | Potency, µM (top dose mostly 9.22 µM), inactives show at the highest dose activation of IL-2 secretion, most hits filed as activators | 330,000 tested, under 10 active; also: % of control where 0% means no effect
#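 Primary human leukocytes incubated 48 hr with anti-CD3 beads plus compound, without co-stimulation. Secreted IL-2 measured by HTRF (europium cryptate/d2 anti-IL-2 pair, 320 nm excitation, 665 nm emission).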
# TSHR antag = blocks TSH signaling through the human TSH receptor | P16473 | TSHR-expressing cells, TSH-stimulated cAMP HTRF, 2 h; active compounds read low | activity change, negative = inhibition, % at 11.5 µM | actives 0.2% (n = 330,000) | AID 504810;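 active = activity change below a set negative limit, meaning inhibition stronger than a set level, cut at about -70% in these data; inconclusive = activity change between two set negative limits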; also: % is scaled to controls: 0 for no effect and ±100 for the full control effect
#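 Freshly harvested TSHR cells receive pin-tooled compound, then EC80 TSH at 4nM final. After 2 hours at 37 deg C, antibody in lysis buffer and cAMP-d2 are added; 30 minutes at ambient temperature precede the HTRF read.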
# ELG1 repair inh = ELG1-dependent DNA repair inhibition; HEK293T ELG1-luciferase reporter, luminescence, 16 h; DNA damage induced by 5-fluorouridine; Potency, µM (top dose mostly 46.1 µM), for inactives: at the top dose activity change, negative = inhibition, most hits filed as inhibitors; actives 2.3% (n = 330,000); AID 504467; also: potency is read from the fitted curve at half-maximal effect; % is scaled to controls: 0 for no effect and ±100 for the full control effect; nearly all actives have a fitted effect of over 55% in size
#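 Step one: seed 2,000 cells per well. Step two: pin-transfer compound or DMSO alongside 5-fluorouridine. Step three: incubate 16 hr, 37 °C, 5% CO2. Step four: add ONE-Glo, wait 30 min, read luminescence.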
# TRPV1 ag = activates the human vanilloid receptor TRPV1; AID 540275; TRPV1-expressing cells, Fluo-8 calcium influx, agonist mode; actives 0.19% (n = 320,000); activation, % at 8.33 µM; in the data active = activation above about 80%; inconclusive = between about 30% and that limit; also: 0% is about no effect
#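 Fluo-8 calcium influx in TRPV1-expressing cells, kinetic read (ex 480/em 520 nm). Compound added and read 3 min for agonist activity, followed by capsaicin at EC20 final and 2 min further read for enhancement.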
# USP2a block = USP2a (human) protease inhibition; O75604; USP2 core, Ub-CHOP2 coupled fluorogenic reporter, 485/531; Potency, µM (top dose mostly 38.3 µM), inactives show at the highest dose activity change, negative = inhibition, hits mostly inhibitors; actives 0.01% (n = 330,000); AID 463254;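 also: potency is read from the fitted curve at half-maximal effect; plate controls were DMSO wells for no effect and full inhibition by NEM control for full effect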
# Target sequence (O75604 whole entry, looked up): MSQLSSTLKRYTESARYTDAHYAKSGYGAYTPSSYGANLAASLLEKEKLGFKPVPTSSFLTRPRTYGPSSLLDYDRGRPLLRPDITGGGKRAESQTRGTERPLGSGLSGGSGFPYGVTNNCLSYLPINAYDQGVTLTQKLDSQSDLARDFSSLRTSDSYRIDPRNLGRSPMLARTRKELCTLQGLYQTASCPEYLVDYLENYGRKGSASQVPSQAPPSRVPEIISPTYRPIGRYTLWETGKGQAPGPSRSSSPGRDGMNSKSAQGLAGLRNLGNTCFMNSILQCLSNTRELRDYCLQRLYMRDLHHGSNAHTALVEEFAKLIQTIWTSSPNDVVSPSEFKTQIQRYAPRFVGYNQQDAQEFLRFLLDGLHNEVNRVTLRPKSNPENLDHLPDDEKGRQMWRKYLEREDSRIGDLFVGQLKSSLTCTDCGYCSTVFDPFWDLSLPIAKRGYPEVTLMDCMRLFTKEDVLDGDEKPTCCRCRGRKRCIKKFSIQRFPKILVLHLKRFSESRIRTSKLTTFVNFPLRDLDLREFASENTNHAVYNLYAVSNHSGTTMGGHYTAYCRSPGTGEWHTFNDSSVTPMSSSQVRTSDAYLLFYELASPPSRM
#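 Cell-free coupled assay: 10nM USP2 core preincubated 30min RT with compound in Tris-HCl pH 8.0/CaCl2/CHAPS buffer, then 25nM Ub-CHOP2 and 25nM reporter substrate; fluorescence (Ex 485/Em 531) read after 60min RT, normalized to NEM inhibition, concentration-response curves fitted.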
# KCNH2 WT inh = inhibitors of human wildtype KCNH2 potassium channel | AID 720551 | actives 0.37% (n = 340,000) | activity change, % at 1.84 µM | U2OS, BacMam KCNH2, thallium flux FluxOr; active compounds read low;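 active = maximum activity change below -70%; inconclusive = maximum activity change between -70% and -50%; inactive = maximum activity change above -50%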; also: % is scaled to controls: 0 for no effect and ±100 for the full control effect
#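 U2OS cells were transduced with wild-type KCNH2 virus (2.03 x 10^8 / mL) for 4 h at room temperature, then cultured overnight at 37 C. Thallium flux was read with FluxOr dye. Rate constants were normalized to DMSO controls.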
# Eya2 inh = inhibitors of human Eya2 phosphatase activity | actives 0.006% (n = 330,000) | recombinant Eya2, OMFP fluorescence dephosphorylation (OMFP is methylfluorescein phosphate) | Potency, µM (doses to about 76.9 µM), inactives show top-dose activity, negative = inhibition, usual class: inhibitors | O00167; also: potency is read from the fitted curve at half-maximal effect; % is scaled to controls: 0 for no effect and ±100 for the full control effect
# Target sequence (O00167 whole entry, looked up): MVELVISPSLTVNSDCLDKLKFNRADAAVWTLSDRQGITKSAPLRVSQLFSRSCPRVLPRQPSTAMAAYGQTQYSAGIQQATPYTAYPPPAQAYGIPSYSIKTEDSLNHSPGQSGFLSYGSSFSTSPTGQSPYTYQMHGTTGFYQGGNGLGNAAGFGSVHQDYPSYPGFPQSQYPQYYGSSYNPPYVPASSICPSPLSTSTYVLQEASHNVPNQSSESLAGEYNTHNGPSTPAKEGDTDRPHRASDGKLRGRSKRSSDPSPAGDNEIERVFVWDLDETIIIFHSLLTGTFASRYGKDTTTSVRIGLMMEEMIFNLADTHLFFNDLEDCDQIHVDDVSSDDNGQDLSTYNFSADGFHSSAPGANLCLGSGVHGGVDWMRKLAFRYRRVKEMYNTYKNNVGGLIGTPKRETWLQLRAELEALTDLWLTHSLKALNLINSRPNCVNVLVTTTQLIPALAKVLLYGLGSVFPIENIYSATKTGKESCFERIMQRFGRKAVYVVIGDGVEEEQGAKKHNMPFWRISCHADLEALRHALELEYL
#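 Eya2 (0.2 uM) preincubated 10 min at ambient with compound, then OMFP substrate added at 50 uM; 10 min reaction in 50 mM HEPES pH 7.5, 50 mM NaCl, 5 uM MgCl2, 0.05% BSA, 1 mM DTT. Fluorescence read at Ex 485/Em 525 nm.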
# A-T KAP1 phos = potential ataxia-telangiectasia treatments restoring KAP-1 phosphorylation | AID 485349 | Potency, µM (top dose mostly 57.5 µM), for the others: at the highest dose activation, usual class: activators | […] A-T fibroblasts, KAP-1 phosphorylation AlphaLISA; neocarzinostatin DNA damage 30 min before lysis | actives 0.19% (n = 320,000); also: potency is read from the fitted curve at half-maximal effect; % of control where 0% means no effect; nearly all actives have a fitted effect of over 45% in size
#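 hTERT-immortalized A-T patient fibroblasts ([…]), 500 cells/well in OPTI-MEM, 1% FBS, got compounds for 60 min, then NCS for 30 min at 37C. Lysates were then assayed for phospho-KAP-1 by AlphaLISA (anti-pKAP1 donor, anti-KAP1 acceptor beads), 6 hr at 25C.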
# Starred values were filed as active, the others as inactive; ? = inconclusive; . = not tested or not shown; [ ] = another dose, or the depositor's remark. Unless noted, calls follow the shape of the dose curve; as a rule, active = well fitted curve in the direction sought with a large enough effect; inconclusive = small, poorly fitted or top-dose-only effect, or another doubt; inactive = no such curve, though single readings can be large; an effect the other way counts as inactive or inconclusive.
entry	structure	KCNH2 WT inh	TCR act	ELG1 repair inh	Mito fusion yeast	A-T KAP1 phos	TRPV1 ag	KCNH2 3.1 block	TSHR antag	Eya2 inh	USP2a block
1	O=C(Nc1ccc(Oc2cccc(C(F)(F)F)c2)nc1)c1ccco1	-2	-5%	10µM*	8%	-5%	?	-1	-8	12%	0%
2	O=C(N/N=C\c1cc(Br)cs1)c1ccncc1	-1	2%	-1%	-5%	11%	24	2	1	-5%	0%
3	COC(=O)c1c(NC(=O)CSc2nnc(-c3ccco3)n2C)sc(C)c1C	-2	-7%[46.1 µM]	?	1%	.	-2	33	3	-5%	5%
4	COc1ccccc1Nc1ccc(Nc2ccccc2OC)nn1	1	-3%[46.1 µM]	?	3%	-3%	2	-13	-2	-17%	1%
5	CC1CCN(S(=O)(=O)N2CCC(C(=O)NCCc3ccccc3)CC2)CC1	-17	-2%	4%	-11%	6%	-4	-4	-34	2%	4%
6	O=C(CN1CCCCC1)Nc1cccc2c1OCO2	12	3%	-1%	1%	4%	3	10	0	18%	-1%
7	CN1CCN(C(=O)c2ccc(Oc3ccc([N+](=O)[O-])cc3)cc2)CC1	4	3%	?	2%	8%	7	4	17	-10%	-2%
8	COc1cc(CC(=O)OCC(=O)Nc2cccc([N+](=O)[O-])c2)cc(OC)c1OC	0	-3%[46.1 µM]	0%	-3%	0%	0	1	0	-3%	7%
9	O=C(c1ccc2ccccc2c1)N1CCN(Cc2ccccc2)CC1	2	2%	?	-2%	4%	13	-9	2	?	0%
10	COc1ccc(-c2nc3ccccc3nc2-c2ccccc2)cc1OC	3	.	?	3%	26%	-4	6	-10	-6%	4%
11	Nc1nc(-c2ccccc2)cc(-c2ccccc2O)n1	-8	-7%	11%	7%	17%	22	-7	-13	8%	2%
12	CCCn1c2ccccc2c2nnc(SC(CC)C(=O)Nc3cc(C)on3)nc21 (configuration not stated)	-10	-11%[46.1 µM]	23µM*	-1%	.	0	38	-1	2%	2%
13	C#CCOCCOCCOCCNc1nc(N2CCN(C(=O)[C@H]([C@@H](C)O)n3cc(CCCCN)nn3)CC2)nc(N2CCN(C(=O)[C@H]([C@@H](C)CC)n3cc(CCCN=C(N)N)nn3)CC2)n1	12	10%	6%	-10%	4%	4	2	7	-3%	0%
14	CCOC(=O)C1CCN(C(=O)c2c(-c3c(Cl)cccc3Cl)noc2C)CC1	19	-2%	4%	6%	9%	-18	0	-5	11%	1%
15	CCn1c(SCC(=O)NCCc2ccccc2)nc2sc3c(c2c1=O)CCN(C)C3	1	-52%	?	2%	-14%	4	-1	-5	0%	1%

# Full records as entered above. Values in the order: KCNH2 WT inh | TCR act | ELG1 repair inh | Mito fusion yeast | A-T KAP1 phos | TRPV1 ag | KCNH2 3.1 block | TSHR antag | Eya2 inh | USP2a block
# Entry for O=C(CN1CCCCC1)Nc1cccc2c1OCO2 → 12 | 3% | -1% | 1% | 4% | 3 | 10 | 0 | 18% | -1%
# Entry for CCCn1c2ccccc2c2nnc(SC(CC)C(=O)Nc3cc(C)on3)nc21 (configuration not stated) → -10 | -11%[46.1 µM] | 23µM* | -1% | . | 0 | 38 | -1 | 2% | 2%
# Entry for COC(=O)c1c(NC(=O)CSc2nnc(-c3ccco3)n2C)sc(C)c1C → -2 | -7%[46.1 µM] | ? | 1% | . | -2 | 33 | 3 | -5% | 5%
# Entry for COc1ccccc1Nc1ccc(Nc2ccccc2OC)nn1 → 1 | -3%[46.1 µM] | ? | 3% | -3% | 2 | -13 | -2 | -17% | 1%

# (continued)
entry	structure	KCNH2 WT inh	TCR act	ELG1 repair inh	Mito fusion yeast	A-T KAP1 phos	TRPV1 ag	KCNH2 3.1 block	TSHR antag	Eya2 inh	USP2a block
16	COc1cccc(C(C(=O)NCC2CCCO2)N(CC2CCCO2)C(=O)CN2C(=O)c3ccccc3S2(=O)=O)c1 (configuration not stated)	-28	-1%	7%	-1%	2%	-1	-9	-4	-10%	0%
17	COc1ccc(N2C(=O)CC(SCCc3nc4ccccc4[nH]3)C2=O)cc1 (configuration not stated)	38	.	-3%	-8%	5%	27	-6	9	-9%	-1%
18	O=C(NCCCN1CCOCC1)c1cc(-c2ccc(F)cc2)on1	5	-2%	?	-8%	.	4	2	8	-3%	-1%
19	Cc1ccc(C(=O)N/C(=C/c2cccc([N+](=O)[O-])c2)C(=O)NCC2CCCO2)cc1 (configuration not stated)	3	1%	15%	-3%	2%	-3	14	-2	-4%	2%
20	Cc1cc(=O)oc2cc(OCC(=O)N3CCOCC3)c(Cl)cc12	-5	-1%	14%	.	2%	.	12	-2	6%	0%
21	CCCOCn1cc(F)c(=O)[nH]c1=O	-5	1%[46.1 µM]	6%	0%	11%	4	0	2	-10%	0%
22	Cc1ccc2c(c1)NC(=O)C(CC(=O)NCCCN1CCCCC1)O2 (configuration not stated)	1	5%	8%	1%	4%	1	1	-3	7%	2%
23	CC(=O)N/C(=N/c1nc(C)cc(C)n1)Nc1ccc(F)cc1F	-29	-10%	-14%	3%	-7%	3	-2	1	-2%	4%
24	O=C(Cc1ccccc1)NC(=S)Nc1ccc(N2CCCCC2)cc1	-2	1%[46.1 µM]	7%	2%	-2%	?	-2	2	0%	-2%
25	Cc1cc(C(F)F)n2ncc(C(=O)NCc3ccc(F)cc3)c2n1	-7	1%	?	7%	3%	11	8	?	23%	0%
26	Cc1ccc(OCc2nnc(SCC(=O)NCc3ccco3)n2C)cc1	-6	-12%[46.1 µM]	-4%	0%	1%	7	-18	9	6%	3%
27	O=C(Nc1ccc(NS(=O)(=O)c2ccccc2)cc1)c1ccc(Cl)cc1	-3	-2%	16%	0%	0%	8	5	-1	2%	2%
28	COc1ccc(Nc2c(-c3ccco3)nc3ccc(C)cn23)cc1	-4	11%	6%	-4%	-2%	21	-5	18	-1%	0%
29	CC(=O)c1ccc(NC(=O)NC2CCCCCCC2)cc1	-12	-5%	?	1%	14%	?	5	10	-6%	2%
30	COc1cccc(/C=C(/CC(=O)Nc2ccc(N3CCOCC3)cc2)c2nc3ccccc3s2)c1	5	-7%[46.1 µM]	?	2%	-16%	24	-29	0	-4%	1%

# Following part:
entry	structure	KCNH2 WT inh	TCR act	ELG1 repair inh	Mito fusion yeast	A-T KAP1 phos	TRPV1 ag	KCNH2 3.1 block	TSHR antag	Eya2 inh	USP2a block
31	O=C(NC1CCCCC1)C(c1cccnc1)N(C(=O)c1csnn1)c1ccc(F)cc1 (configuration not stated)	-14	-1%	9%	1%	0%	-1	-25	5	6%	2%
32	Cc1[nH]c2ccccc2c1C(=O)C(=O)N1CCOCC1	-9	-2%	-6%	2%	3%	-3	12	5	0%	-2%
33	COC(=O)c1cc(OC)c(OC)cc1NC(=O)c1cccc(C)c1	-5	1%	?	-2%	1%	2	2	-7	1%	1%
34	COc1ccc(Nc2nc(NCc3ccco3)nc(N3CCOCC3)n2)cc1	4	-1%	?	-39%[inhibitor]	-8%	86*	11	-7	3%	0%
35	CCOc1ccc(OCCC(=O)OCC(=O)Nc2cc(OCC)c(N3CCOCC3)cc2OCC)cc1	-2	1%	-11%	2%	-15%	-1	-1	-3	-29%	2%
36	COc1cc(S(=O)(=O)Nc2cccc(C)c2)ccc1NC(=O)c1ccncc1	14	-1%[46.1 µM]	?	-1%	7%	11	-2	13	1%	1%
37	CN(C)S(=O)(=O)c1cccc(NC(=O)c2cc3c(cc2Cl)N2CCCCCC2=NS3(=O)=O)c1	1	-24%	0%	-31%[inhibitor]	3%	-1	10	-3	8%	3%
38	CCc1ccc(-c2nc(CS(=O)CC(=O)NCc3ccc4c(c3)OCO4)c(C)o2)cc1 (configuration not stated)	-10	1%	3%	-2%	-3%	10	-8	8	-3%	-1%
39	COc1ccc(C(=O)CSc2ncnc3nc[nH]c23)cc1	-1	4%	?	5%	-1%	1	2	-3	-9%	3%
40	CC(C)OC(=O)c1cc2ccccc2oc1=O	4	-6%	21%	2%	7%	.	18	14	13%	-1%
41	O=C(Cc1cccc(NC(=O)C2CCN(C(=O)CCc3ccccc3)CC2)c1)Nc1cccc(C(=O)N2CCCC2)c1	-4	5%	?	1%	-13%	-9	-7	15	1%	2%
42	Cc1ccc(S(=O)(=O)/N=C2\C=C(Nc3ccc(O)cc3)C(=O)c3ccccc32)cc1	17	-2%	10µM*	.	-10%	.	-6	.	-6%	-13%
43	NC(=O)NC(=O)c1nccnc1C(=O)O	11	2%	1%	3%	-7%	1	17	15	-8%	-8%

# Part of the list above with just TCR act and Eya2 inh.
nr | molecule | TCR act | Eya2 inh
31 | O=C(NC1CCCCC1)C(c1cccnc1)N(C(=O)c1csnn1)c1ccc(F)cc1 (configuration not stated) | -1% | 6%
32 | Cc1[nH]c2ccccc2c1C(=O)C(=O)N1CCOCC1 | -2% | 0%
33 | COC(=O)c1cc(OC)c(OC)cc1NC(=O)c1cccc(C)c1 | 1% | 1%

# This is a subset; the hit share may differ from the screen's.
